From PubChem
SR-BI HDL uptake = mouse SR-BI HDL lipid transfer inhibition; AID 488896; Q61009; 320,000 tested, 0.96% active; ldlA[mSR-BI] CHO cells, DiI-HDL uptake fluorescence, 3 h; inhibition, % at 12.5 µM;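 active = mean replicate inhibition of at least 70% and a set share of replicates each scoring 70 or more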;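 also: 0% = median of neutral control wells and 100% = median of positive control wells; values of inactives mirror those of a sister screen read the other way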
SR-BI uptake up = enhances SR-BI lipid uptake from DiI-HDL | activation, % at 12.5 µM | CHO ldlA[mSR-BI] cells, DiI-HDL uptake fluorescence, 3 h; 100 = double the neutral-control signal | 320,000 tested, 0.096% active;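 active = mean replicate activation of at least 60% and every replicate at or above 60%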;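 also: 0% = median plate neutral-control signal and 100% = twice that signal; values of inactives mirror those of a sister screen read the other way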
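Test system: SR-BI-overexpressing, LDLR-lacking CHO cells; Also added: labelled HDL, 10 µg/mL; Measured by: bottom-read cell fluorescence after medium removal, ex 550/em 595 nm; Timing: 3 h uptake period with compound, 37 °C; Buffer or medium: F12, 0.5% BSA, 25 mM HEPES; Doses: single compound concentration, delivered by pin transfer.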
CAL PDZ FP-1 = blocks peptide binding to the human CAL PDZ domain; 300,000 tested, 0.92% active; AID 602252; inhibition, % at 24.9 µM; Q9HD26; purified CAL PDZ, TMR-peptide fluorescence polarization, 1 h;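 active = mean inhibition of at least 30% with at least half of replicates also reaching 30%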;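 also: 0% = DMSO neutral control and 100% = excess unlabeled competitor peptide PRC23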
PvdQ inh = P. aeruginosa PvdQ acylase inhibition | purified PvdQ acylase, fluorescence plate reader | inhibition, % at 10 µM | 340,000 tested, 0.063% active | AID 488965; in the data active = inhibition above about 30%, passing the limit was not always enough;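 also: 0% = vehicle neutral wells and 100% = reference inhibitor wells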
CAL PDZ FP-2 = inhibitors of human CAL PDZ peptide binding; purified CAL PDZ, TMR-peptide fluorescence polarization, 1 h; inhibition, % at 20 µM; 330,000 tested, 0.02% active; AID 504414;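 active = highest replicate inhibition of at least 40%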;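 also: plate controls were DMSO neutral control wells for no effect and unlabeled competitor peptide control wells for full effect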
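Test system: purified CerCALP PDZ construct; Compound dosing: one concentration, 20 µM compound; Also added: TMR-labelled reporter peptide T*-PRC34 bound in PDZ groove; Read-out: inhibition from polarization loss; Controls: unlabelled peptide and DMSO controls; Signal: FP readout, S and P plane fluorescence; Incubation: 1 h at RT.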
NSD2 HMT inh = blocks human histone methyltransferase NSD2; O96028; NSD2 peptide methylation, AlphaScreen, 120 min; inhibition, % at 12.5 µM; 310,000 tested, 0.54% active; in the data active = inhibition above about 50%
Target sequence (O96028 whole entry, looked up): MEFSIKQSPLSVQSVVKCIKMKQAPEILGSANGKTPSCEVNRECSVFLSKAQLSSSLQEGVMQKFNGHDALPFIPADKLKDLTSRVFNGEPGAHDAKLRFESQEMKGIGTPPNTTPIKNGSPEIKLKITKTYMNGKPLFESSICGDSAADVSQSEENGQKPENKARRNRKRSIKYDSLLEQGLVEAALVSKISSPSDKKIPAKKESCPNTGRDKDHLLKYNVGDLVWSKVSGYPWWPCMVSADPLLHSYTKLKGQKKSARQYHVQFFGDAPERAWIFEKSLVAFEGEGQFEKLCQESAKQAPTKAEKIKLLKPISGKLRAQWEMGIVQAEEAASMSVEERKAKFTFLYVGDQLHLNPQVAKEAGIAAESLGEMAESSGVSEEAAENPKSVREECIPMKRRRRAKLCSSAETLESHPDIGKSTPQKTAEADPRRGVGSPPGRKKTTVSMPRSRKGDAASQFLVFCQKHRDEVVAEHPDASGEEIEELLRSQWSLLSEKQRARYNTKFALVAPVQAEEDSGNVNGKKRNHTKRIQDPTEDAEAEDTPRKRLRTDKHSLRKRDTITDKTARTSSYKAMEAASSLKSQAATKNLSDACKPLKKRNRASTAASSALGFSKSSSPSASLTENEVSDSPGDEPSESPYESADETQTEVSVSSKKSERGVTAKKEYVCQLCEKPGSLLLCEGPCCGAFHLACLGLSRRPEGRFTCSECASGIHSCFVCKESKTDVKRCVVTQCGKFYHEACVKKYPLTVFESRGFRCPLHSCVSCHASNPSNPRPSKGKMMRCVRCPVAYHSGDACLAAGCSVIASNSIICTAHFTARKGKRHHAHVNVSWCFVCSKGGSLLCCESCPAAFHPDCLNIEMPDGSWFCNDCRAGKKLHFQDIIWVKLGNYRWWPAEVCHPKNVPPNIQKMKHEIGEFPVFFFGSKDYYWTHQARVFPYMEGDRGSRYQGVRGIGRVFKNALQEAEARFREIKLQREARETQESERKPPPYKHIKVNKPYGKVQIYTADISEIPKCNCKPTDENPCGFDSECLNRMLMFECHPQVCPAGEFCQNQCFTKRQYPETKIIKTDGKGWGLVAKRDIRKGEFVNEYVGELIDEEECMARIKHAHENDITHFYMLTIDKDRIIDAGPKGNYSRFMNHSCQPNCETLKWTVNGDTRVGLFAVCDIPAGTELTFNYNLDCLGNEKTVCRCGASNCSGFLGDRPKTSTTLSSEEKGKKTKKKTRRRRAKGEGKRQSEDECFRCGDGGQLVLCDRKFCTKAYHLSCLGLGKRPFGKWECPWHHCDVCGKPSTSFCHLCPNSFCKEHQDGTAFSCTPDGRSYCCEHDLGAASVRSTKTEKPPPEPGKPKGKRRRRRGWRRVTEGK
Rtt109 Vps75 = inhibitors of Candida albicans Rtt109/Vps75 histone acetyltransferase; Q5AAJ8; purified Rtt109/Vps75, ThioGlo CoA-SH fluorescence, 4 h; inhibition, % at 34.9 µM; 330,000 tested, 0.16% active;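 active = inhibition of at least 50% in every replicate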
MITF TRPM1 HTS = activators of MITF-driven TRPM1 promoter activity in SK-MEL-5 cells | SK-MEL-5 TRPM1-promoter luciferase, 24 h; % of positive control, neutral wells = 0 | activation, % at 12.5 µM | 300,000 tested, 0.75% active;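 active = mean activation of at least 80% with every replicate also reaching 80%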;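 also: 0% = neutral control wells and 100% = parthenolide positive control wells; values of inactives mirror those of a sister screen read the other way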
PfHsp90 set2 = inhibits growth of yeast expressing Plasmodium falciparum Hsp90; S. cerevisiae expressing PfHsp90, BacTiter-Glo ATP, 48 h; yeast lacking PDR1 and PDR3 efflux regulators; inhibition, % at 9.4 µM; 310,000 tested, 0.32% active;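 active = every replicate shows inhibition above about 80%, whatever the replicate mean, limit read from the data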;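 also: 0% = DMSO neutral controls and 100% = 20 µM radicicol positive controls; yeast relying on Plasmodium falciparum Hsp90 in place of its own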
dFosB activator = enhances mouse delta FosB homodimer DNA binding. P13346. purified delta FosB, TAMRA-CDK5 oligo fluorescence polarization; percent of positive-control signal above neutral wells. activation, % at 25 µM. 340,000 tested, 0.99% active;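 active = mean activation above about 17%, with every replicate also reaching it, limit read from the data, passing the limit was not always enough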;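 also: fluorescence polarization rise as delta FosB binds a TAMRA Cdk5 AP-1 oligo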
* hit, by the source's call.

For CS(=O)(=O)NN1C(=O)c2ccccc2NC1c1c[nH]c2ccccc12 (configuration not stated) the results were SR-BI HDL uptake -13, SR-BI uptake up 13, CAL PDZ FP-1 -2, PvdQ inh 3, CAL PDZ FP-2 -1.9, Rtt109 Vps75 2, MITF TRPM1 HTS -17, PfHsp90 set2 9 and dFosB activator 9.
CCCCOc1cccc(C(=O)N(Cc2ccco2)C2CCS(=O)(=O)C2)c1 (configuration not stated) was read as SR-BI HDL uptake -1, SR-BI uptake up 1, PvdQ inh -14, CAL PDZ FP-2 -0.5, NSD2 HMT inh 8, Rtt109 Vps75 9, MITF TRPM1 HTS -12 and dFosB activator -1.
For Cc1nc(SCc2ccc(Cl)c(Cl)c2)n[nH]1 the results were SR-BI HDL uptake -22, SR-BI uptake up 22, CAL PDZ FP-1 -2, PvdQ inh -10, CAL PDZ FP-2 -0.7, NSD2 HMT inh -3, Rtt109 Vps75 -3, PfHsp90 set2 5 and dFosB activator 1.
`O=C(NC1CCCCC1)N(Cc1ccc(F)cc1)Cc1nc2ccccc2c(=O)[nH]1` gave SR-BI HDL uptake -8, SR-BI uptake up 8, CAL PDZ FP-1 -5, PvdQ inh 8, CAL PDZ FP-2 -3.3, NSD2 HMT inh -2, Rtt109 Vps75 -11, MITF TRPM1 HTS -4, PfHsp90 set2 -23 and dFosB activator -11.
`O=C(COC(=O)c1ccc([N+](=O)[O-])s1)NCCc1ccccc1` gave SR-BI HDL uptake 10, SR-BI uptake up -10, PvdQ inh 7, CAL PDZ FP-2 -0.7, NSD2 HMT inh 58*, Rtt109 Vps75 7, MITF TRPM1 HTS -9, PfHsp90 set2 -9 and dFosB activator 1.
`Cc1c(Br)c(=O)oc2c(C)c(O)ccc12` gave SR-BI HDL uptake 3, SR-BI uptake up -3, CAL PDZ FP-1 -3, PvdQ inh -2, CAL PDZ FP-2 -4.1, NSD2 HMT inh 1, Rtt109 Vps75 1, MITF TRPM1 HTS 6, PfHsp90 set2 31 and dFosB activator -11.
Cc1cc(C(=O)N2CCN(C/C=C/c3ccccc3)CC2)no1 was read as SR-BI HDL uptake 3, SR-BI uptake up -3, PvdQ inh -11, CAL PDZ FP-2 -2.1, NSD2 HMT inh -1, Rtt109 Vps75 0, MITF TRPM1 HTS 7, PfHsp90 set2 4 and dFosB activator -9.
Screening CN(C)c1ccc(-c2noc(C3CCN(S(=O)(=O)c4cccc(C(=O)O)c4)CC3)n2)cc1 returned SR-BI HDL uptake -8, SR-BI uptake up 8, CAL PDZ FP-1 -3, PvdQ inh -7, CAL PDZ FP-2 -1.7, NSD2 HMT inh 8, MITF TRPM1 HTS -4, PfHsp90 set2 -3 and dFosB activator -5.
O=C(C1CCN(Cc2ccc(F)cc2)CC1)N(CCO)Cc1ccccc1 was read as SR-BI HDL uptake -18, SR-BI uptake up 18, CAL PDZ FP-1 -20, PvdQ inh -3, CAL PDZ FP-2 -1.9, NSD2 HMT inh -2, Rtt109 Vps75 -10 and dFosB activator 0.
Screening CCCCCCNS(=O)(=O)c1ccc(Cl)s1 returned SR-BI HDL uptake -24, SR-BI uptake up 24, CAL PDZ FP-1 -3, PvdQ inh -2, CAL PDZ FP-2 -1.9, NSD2 HMT inh -4 and dFosB activator 0.
For Cc1cc(C)n(CC(O)Cn2c3ccc(Cl)cc3c3cc(Cl)ccc32)c(=O)n1 (configuration not stated) the results were SR-BI HDL uptake 38, SR-BI uptake up -38, CAL PDZ FP-1 -2, PvdQ inh 4, CAL PDZ FP-2 -0.8, NSD2 HMT inh -2, Rtt109 Vps75 6, MITF TRPM1 HTS -12, PfHsp90 set2 -5 and dFosB activator 25*.
For CN(CC(=O)Nc1c(Cl)cccc1Cl)C(=O)c1ccc(NS(=O)(=O)c2ccc3[nH]c(=O)[nH]c3c2)cc1 the results were SR-BI HDL uptake -4, SR-BI uptake up 4, CAL PDZ FP-1 -4, PvdQ inh 0, CAL PDZ FP-2 -1.2, NSD2 HMT inh -1, Rtt109 Vps75 8, MITF TRPM1 HTS 5 and dFosB activator -5.
Screening COC(=O)c1ccc(NC(=O)Nc2ccccc2F)cc1 returned SR-BI HDL uptake 5, SR-BI uptake up -5, CAL PDZ FP-1 0, PvdQ inh -5, CAL PDZ FP-2 -3.5, NSD2 HMT inh 3, MITF TRPM1 HTS 25, PfHsp90 set2 15 and dFosB activator 11.
COC(=O)[C@@H]1CC(O)CN1C(=O)C12CC3CC(CC(C3)C1)C2 (some centres not stated) was read as CAL PDZ FP-1 -2, PvdQ inh -13, CAL PDZ FP-2 -0.4, NSD2 HMT inh 36, Rtt109 Vps75 -8, MITF TRPM1 HTS 1, PfHsp90 set2 -7 and dFosB activator -1.
`C=C1C(=O)c2sccc2C(c2ccc(OC)c(OC)c2)C1COC(C)=O` (configuration not stated) gave SR-BI HDL uptake 0, SR-BI uptake up 0, CAL PDZ FP-1 -5, PvdQ inh 8, CAL PDZ FP-2 -1.1, NSD2 HMT inh 4, Rtt109 Vps75 3, MITF TRPM1 HTS -98, PfHsp90 set2 15 and dFosB activator -13.
OC(CN1CCCCC1)Cn1c2ccccc2c2ccccc21 (configuration not stated) was read as SR-BI HDL uptake 6, SR-BI uptake up -6, CAL PDZ FP-1 14, PvdQ inh -9, CAL PDZ FP-2 1.0, NSD2 HMT inh 2, Rtt109 Vps75 4, MITF TRPM1 HTS 1, PfHsp90 set2 -25 and dFosB activator 2.
`O=C1OCCC1Sc1nnc(-c2ccccc2)o1` (configuration not stated) gave SR-BI HDL uptake 4, SR-BI uptake up -4, CAL PDZ FP-1 -4, PvdQ inh -9, CAL PDZ FP-2 0.7, NSD2 HMT inh -2, Rtt109 Vps75 0, MITF TRPM1 HTS -6, PfHsp90 set2 0 and dFosB activator 1.
CC(=O)N1CCc2c(sc(NC(=O)C3COc4ccccc4O3)c2C(N)=O)C1 (configuration not stated) was read as SR-BI HDL uptake 9, SR-BI uptake up -9, CAL PDZ FP-1 3, PvdQ inh 1, CAL PDZ FP-2 -2.5, NSD2 HMT inh 14, Rtt109 Vps75 8, MITF TRPM1 HTS 35, PfHsp90 set2 14 and dFosB activator -11.
Cc1ccc(NC(=O)c2cncc(Br)c2)cc1S(=O)(=O)N(C)C was read as SR-BI HDL uptake 63, SR-BI uptake up -63, CAL PDZ FP-1 -4, PvdQ inh -13, CAL PDZ FP-2 -4.3, NSD2 HMT inh 4, Rtt109 Vps75 -4, MITF TRPM1 HTS 76, PfHsp90 set2 -25 and dFosB activator -13.
For N=C1S/C(=C\c2ccc(-c3ccccc3C(=O)O)o2)C(=O)N1c1ccc2c(c1)OCO2 the results were SR-BI HDL uptake -18, SR-BI uptake up 18, CAL PDZ FP-1 4, PvdQ inh -1, NSD2 HMT inh 99*, Rtt109 Vps75 -6, MITF TRPM1 HTS 11, PfHsp90 set2 -1 and dFosB activator -11.
Screening CCN1CCN(C(=O)/C=C/c2c(F)cccc2Cl)CC1 returned SR-BI HDL uptake -11, SR-BI uptake up 11, CAL PDZ FP-1 -2, PvdQ inh -11, CAL PDZ FP-2 -1.1, NSD2 HMT inh 3, Rtt109 Vps75 -10, MITF TRPM1 HTS 4, PfHsp90 set2 -6 and dFosB activator 7.
`CC(C)c1nc(SCC(=O)N2CCCC2)c2c(=O)n(C)c(=O)n(C)c2n1` gave SR-BI HDL uptake -2, SR-BI uptake up 2, CAL PDZ FP-1 -4, PvdQ inh 12, CAL PDZ FP-2 -0.1, Rtt109 Vps75 12, PfHsp90 set2 -17 and dFosB activator -13.
For CSc1nc2ccc(NS(=O)(=O)c3ccccc3F)cc2s1 the results were SR-BI HDL uptake -17, SR-BI uptake up 17, CAL PDZ FP-1 -4, PvdQ inh -15, CAL PDZ FP-2 0.2, NSD2 HMT inh -2, Rtt109 Vps75 -2, MITF TRPM1 HTS 25, PfHsp90 set2 -8 and dFosB activator -4.
`COc1c2c(nc3occc13)C(CCC(C)(C)O)(OC)C(O)CC2` (configuration not stated) gave SR-BI HDL uptake -12, SR-BI uptake up 12, CAL PDZ FP-1 5, PvdQ inh 5, NSD2 HMT inh -2, Rtt109 Vps75 25 and dFosB activator -5.

Already shown: two of the compounds above.
Screening COC(=O)c1ccc(NC(=O)Nc2ccccc2F)cc1 returned SR-BI HDL uptake 5, SR-BI uptake up -5, CAL PDZ FP-1 0, PvdQ inh -5, CAL PDZ FP-2 -3.5, NSD2 HMT inh 3, MITF TRPM1 HTS 25, PfHsp90 set2 15 and dFosB activator 11.
COC(=O)[C@@H]1CC(O)CN1C(=O)C12CC3CC(CC(C3)C1)C2 (some centres not stated) was read as CAL PDZ FP-1 -2, PvdQ inh -13, CAL PDZ FP-2 -0.4, NSD2 HMT inh 36, Rtt109 Vps75 -8, MITF TRPM1 HTS 1, PfHsp90 set2 -7 and dFosB activator -1.

(further entries)
`N#C/C(C(=O)N1CCOCC1)=C1\Nc2ccccc2S1` gave SR-BI HDL uptake -12, SR-BI uptake up 12, CAL PDZ FP-1 -5, PvdQ inh -5, CAL PDZ FP-2 -0.7, NSD2 HMT inh 7, Rtt109 Vps75 -7, MITF TRPM1 HTS 24, PfHsp90 set2 -3 and dFosB activator -1.
`CN(C)c1ccc(/C=N/NC(=O)c2ccccn2)cc1` gave SR-BI HDL uptake -2, SR-BI uptake up 2, CAL PDZ FP-1 0, PvdQ inh -9, CAL PDZ FP-2 -0.7, NSD2 HMT inh 2, Rtt109 Vps75 -3, PfHsp90 set2 -11 and dFosB activator 3.
For CC(C(=O)Nc1cccc(S(=O)(=O)N2CCOCC2)c1)N1CCN(C/C=C/c2ccccc2)CC1 (configuration not stated) the results were SR-BI HDL uptake -10, SR-BI uptake up 10, CAL PDZ FP-1 0, PvdQ inh -5, CAL PDZ FP-2 -3.4, NSD2 HMT inh 1, Rtt109 Vps75 7, MITF TRPM1 HTS -7, PfHsp90 set2 6 and dFosB activator -8.
For O=C(Cc1cccs1)NNC(=S)NC(=O)c1ccc(F)c(F)c1 the results were SR-BI HDL uptake -12, SR-BI uptake up 12, CAL PDZ FP-1 -5, PvdQ inh -13, CAL PDZ FP-2 -0.4, NSD2 HMT inh 1, Rtt109 Vps75 -1, MITF TRPM1 HTS -2, PfHsp90 set2 -37 and dFosB activator -5.
Screening CCOCCCNC(=O)c1ccc(N2CCOCC2)c(NS(=O)(=O)c2ccc(OC)cc2)c1 returned SR-BI HDL uptake 5, SR-BI uptake up -5, CAL PDZ FP-1 -13, PvdQ inh -15, CAL PDZ FP-2 -2.3, NSD2 HMT inh 1, Rtt109 Vps75 -3, MITF TRPM1 HTS 16, PfHsp90 set2 4 and dFosB activator -1.
COc1ccc(OC)c(NC(=O)c2cc(S(=O)(=O)N3CCCC3)cn2C)c1 was read as SR-BI HDL uptake 40, SR-BI uptake up -40, PvdQ inh 0, CAL PDZ FP-2 -1.0, Rtt109 Vps75 6, MITF TRPM1 HTS 11, PfHsp90 set2 4 and dFosB activator -6.
